Screens deposited in PubChem by several laboratories.
Dynein cargo inh – dynein cargo transport inhibition | z-score, hits read low | 3617.4 mouse cells, GR-EGFP nuclear translocation imaging; test concentration mostly 20 µM; stimulated with dexamethasone, 1 µM; hits give low values | 220,000 compounds, 0.47% hits;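 active = plate z-score of nuclear minus cytoplasmic receptor signal below a set negative limit, without overly bright fluorescence or cell loss, cut at about -3.5 in these data, passing the limit was not always enough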;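 also: z-score of nuclear minus cytoplasmic ring GR-EGFP intensity difference per well; some compounds called inactive have numbers as strong as hits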
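Buffer or medium: tetracycline-free induction medium containing charcoal-stripped FBS / Reagent: dexamethasone agonist, 1.0 µM final, for 30 min / Technique: automated 10x imaging of fixed Hoechst-stained cells / Times: induction 48 h, compound 1 h, agonist 30 min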
ER stress rescue – protection against thapsigargin-triggered cell killing – 384-well, CSM14.1, ATP luminescence, primary screen (AID 1222). CSM14.1 thapsigargin-induced death rescue, ATP luminescence; higher % means a stronger effect. cellular ATP content (survival), % at 20 µM; hits with a dose series show EC50 in µM. 190,000 tested, under 10 active;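 active = EC50 below 50 µM in the dose-response confirmation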;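 also: death triggered by thapsigargin at about 15 µM added after 2 h compound pretreatment; cell ATP read after overnight thapsigargin exposure of roughly 18 to 22 hours; normalized against plate controls of thapsigargin alone and 5% DMSO vehicle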
Autophagy HCS – alters autophagy in cells; MEF GFP-LC3 puncta imaging; test concentration mostly 10 µM; 190,000 compounds, 0.98% hits; calls only at 10 µM (by protocol); AID 463193;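 active = percentage of spot-positive cells more than 3 SD above its plate mean, without a fluorescence outlier flag or 80% toxicity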;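 also: spot-positive cell cutoff set from DMSO-treated cells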
Lipid droplet – hepatic lipid droplet formation modulation | AML12 mouse hepatocytes, oleate lipid droplets, BODIPY imaging | inhibition, % at 6.5 µM | 240,000 compounds, 0.4% hits | AID 1656;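 active = lipid droplet intensity inhibited by at least 50%, with more than 500 cells counted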
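Assay system: AML12 mouse liver cells | Compound dosing: One dose, 6.5 µM compound | Read-out basis: Droplet intensity reduction, % inhibition | Measured by: Fluorescence imaging, 20x objective, two fields per well | Schedule: Overnight treatment with compound plus oleate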
Yfh1-off respiration – enhancers of respiration in Yfh1-depleted yeast, dose response, Friedreich's ataxia, plus single-dose screen (AID 1465). S. cerevisiae Yfh1-off respiration, WST-1 reduction, 72 h; higher fold induction means a stronger effect. fold induction at 50 µM, or EC50 in µM where a hit was titrated. 220,000 compounds, 0.074% hits;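 active = fold induction of absorbance versus untreated yeast above a set limit, then at least 30% activation at any dose in follow-up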;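 also: activators that raise dye reduction in frataxin-depleted yeast; strong numbers were not always called active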
MT stabilizer – microtubule stabilization, imaging screen; 200,000 compounds, 0.83% hits; % tubulin-high responders, % at 10 µM; HeLa tubulin immunostaining HCS, 24 h; share of cells brighter than vehicle mean+2SD; AID 2205;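 active = plate Z-score above 3 for both tubulin-high and condensed-nucleus cell shares, with cell loss under 80%, at 10 µM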;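 also: anti alpha tubulin signal scored within the nucleus-defined area of each cell; some results filed as inactive read as strong as hits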
Ins promoter up – MIN6 insulin promoter up-regulation. MIN6 insulin promoter-GFP reporter, high-content imaging; hits give high values. z-score at 5 µM. 190,000 compounds, 0.3% hits. AID 1625;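 active = z-score above 3 at 5 µM with at least 500 cells counted in the well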
P. falciparum M1AAP – P. falciparum M1AAP inhibitors, biochemical, fluorogenic H-Leu-NHMec substrate, 1536-well (AID 1445); recombinant M1AAP, H-Leu-NHMec fluorogenic kinetic assay; higher % means a stronger effect; inhibition, % at 30 µM, or IC50 in µM where a hit was titrated; 220,000 compounds, 0.42% hits;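 active = primary inhibition above the hit cutoff, then over 50% inhibition at one or more dose response concentrations, cut at about 23% in these data, passing the limit was not always enough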;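 also: plate controls were DMSO full reaction for no effect and no enzyme background for full effect; strong numbers were not always called active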
P. falciparum M17LAP – P. falciparum M17LAP inhibitors, primary screen, biochemical, fluorogenic H-Leu-NHMec substrate, 1536-well (AID 1619); recombinant M17LAP, H-Leu-NHMec fluorogenic kinetic assay; higher % means a stronger effect; 220,000 compounds, 0.38% hits; inhibition, % at 30 µM, or IC50 in µM where a hit was titrated;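 active = compound inhibiting the enzyme by more than half at any dose during confirmatory dose-response retesting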;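 also: plate controls were full reaction with DMSO carrier for no effect and no enzyme background for full effect; strong numbers were not always called active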
Dynein cargo inh cytoplasmic EGFP – also measured in Dynein cargo inh; calls as there; z-score; measured here: cytoplasmic GR-EGFP intensity; hits give high values
Dynein cargo inh nuclear GR-EGFP – second read-out of Dynein cargo inh, no call of its own (marks repeat the call); z-score; measured here: nuclear GR-EGFP intensity;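 lower value marks the stronger effect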
Dynein cargo inh cell count – also measured in Dynein cargo inh; calls as there; z-score; measured here: cell count per field
Ins promoter up cell count – further read-out of Ins promoter up, marked with its call; cell count; measured here: cytotoxicity, nuclei count;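 total cells summed across four imaged fields per well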
Lipid droplet cells 6.5 µM – second read-out of Lipid droplet, no call of its own (marks repeat the call); cell count; measured here: cell count, cytotoxicity flag;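 cells counted across two imaged fields per well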
MT stabilizer Hoechst-high % – recorded beside MT stabilizer, whose call it bears; % Hoechst-high responders; measured here: nuclear condensation Hoechst responders;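 share of cells brighter than vehicle mean plus two SD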
MT stabilizer cytotoxicity % – second read-out of MT stabilizer, no call of its own (marks repeat the call); toxicity, %; measured here: cytotoxicity by cell density;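 0% = mean cell density of plate MIN control wells and 100% = no cells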
Autophagy HCS cell loss 18 h – also measured in Autophagy HCS; calls as there; toxicity, %; measured here: cell loss, nuclei count;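 cell loss after 18 h compound exposure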
* = called active by the depositor; i = inactive; . = no result given; + = active, no number.

SMILES	Dynein cargo inh	Dynein cargo inh cytoplasmic EGFP	Dynein cargo inh nuclear GR-EGFP	Dynein cargo inh cell count	ER stress rescue	Autophagy HCS	Autophagy HCS cell loss 18 h	Lipid droplet	Lipid droplet cells 6.5 µM	Yfh1-off respiration	MT stabilizer	MT stabilizer Hoechst-high %	MT stabilizer cytotoxicity %	Ins promoter up	Ins promoter up cell count	P. falciparum M1AAP	P. falciparum M17LAP
O=C(O)CSc1cc(C(=O)c2ccccc2O)cn2c(=O)c3c(-c4ccccc4)csc3nc12	-0.83	-0.31	-0.045	0.73	-0.7%	i	-3	1	675	i	6.8	3.0	6.6	-0.07	1372	18%	11%
COc1ccc(OC)c(NC(=O)CSc2nnc(CNC(=O)c3ccco3)o2)c1	-0.91	0.13	-0.16	0.15	-5.5%	i	-8	-2	756	i	1.3	1.1	8.3	1.5	958	-3%	-7%
COc1ccc(NC(=O)Cc2c(Sc3ccccc3)c3ccccc3n2C)cc1	0.83	-0.23	0.53	0.42	4.8%	i	9	61*	711*	i	3.2	2.1	5.1	-0.01	1329	2%	18%
CC(C)(C)NS(=O)(=O)c1ccc(NS(C)(=O)=O)cc1	-0.93	-0.37	-0.59	1.4	0.3%	i	2	16	837	i	2.1	1.1	8.5	.	.	-1%	-1%
Cc1cc(C)nc(NS(=O)(=O)c2ccc(NC(=O)COc3ccccc3)cc2)n1	-1.1	-0.27	-1.3	0.58	-0.4%	i	1	.	.	i	4.0	1.8	4.7	0.67	1649	10%	14%
Cc1scc(C(=O)NNC(=S)NCC(C)C)c1C	-0.39	-0.26	-0.39	-0.019	-0.3%	i	-6	.	.	i	1.2	4.2	5.0	0.12	1227	-6%	-5%
CNc1nc(NCCOC23CC4CC(CC(C4)C2)C3)nc(OCC(F)(F)F)n1	2.9	-0.096	2.2	-2.1	-1.8%	i	1	.	.	i	3.0	2.1	6.4	-1.8	1165	7%	3%
COc1cc2c(cc1OC)CN(C(=O)CSc1nnc(C)s1)CC2	-0.37	-0.15	-0.39	0.93	-1.9%	i	-8	2	696	.	3.2	1.7	3.0	1.4	1268	25%*	5%
Cc1ccc(C(O)P(=O)(OC2CCCCC2)OC2CCCCC2)cc1 (centres undefined)	-0.97	0.0049	-0.43	1.1	-0.2%	i	-12	-46	772	i	1.3	1.3	14	-0.37	854	11%	6%
O=C(CSc1nc2ccccc2s1)NC(=O)NCc1ccco1	-0.23	0.19	0.11	0.29	.	i	-12	.	.	i	1.8	1.7	13	.	.	7%	12%
CC(C)C(=O)c1cc2c(cc1NC(=O)c1ccccc1)OCCO2	1.5	-0.23	-0.49	-0.54	3.0%	i	0	.	.	i	2.1	1.5	5.4	.	.	6%	6%
CCn1c(SCc2nc3ccccc3[nH]2)nnc1-c1ccccc1OC	-0.28	-0.24	0.028	0.38	0.6%	i	-15	.	.	i	2.7	2.1	12	-0.54	998	2%	0%
Cc1nn(-c2ccccc2)c(C)c1/C=N/NC(=O)c1cc(-c2ccc(Cl)s2)[nH]n1	1.2	-0.11	1.4	-0.37	-1.9%	i	21	.	.	i	16*	20*	36*	-0.03	1185	-1%	-1%
CCOc1ccc(N(CC(=O)Nc2ccccc2C)S(=O)(=O)c2c(C)noc2C)cc1	3.1	0.15	2	-2	-1.3%	i	23	.	.	i	15*	31*	65*	1.3	863	-6%	-2%
CCOC(=O)c1ccc(S(=O)(=O)NNC(=O)COc2ccccc2C)cc1	-0.99	-0.26	-0.27	0.61	0.5%	i	4	0	700	i	1.6	2.3	2.1	1.4	1249	9%	-5%
CC(O)C(NS(=O)(=O)c1ccc(Cl)cc1)C(=O)OCC(=O)Nc1cccnc1Cl (centres undefined)	-0.59	-0.25	-0.65	0.7	1.6%	i	-15	9	620	i	1.1	4.9	8.5	0.25	1247	-4%	-2%
COc1ccc(O)c(/C=N/NC(=O)c2ccc(CSc3nc(C)cc(C)n3)cc2)c1	-0.042	-0.29	-0.27	0.051	-5.0%	i	19	-2	626	i	1.5	1.9	8.2	.	.	10%	-2%
O=C1C2C3CC(C(Br)C3Br)C2C(=O)N1CC1CCCO1 (centres undefined)	-0.1	-0.27	0.55	-0.41	.	.	.	11	708	i	.	.	.	-0.1	1035	1%	-9%
N#CC1=C(SCC(=O)c2ccc(Br)cc2)NC2=C(C(=O)CCC2)C1c1ccco1 (centres undefined)	0.38	-0.11	0.79	-0.75	-1.3%	i	35	-1	737	.	32*	48*	33*	-2.1	971	17%	15%
CC(CCc1ccccc1)NC(=O)CCN1N=C(c2ccccc2)CCC1=O (centres undefined)	0.43	-0.3	-0.036	0.57	-0.2%	i	-3	-19	737	i	1.6	1.8	6.7	-0.74	1238	2%	24%
CC(=O)Nc1nc(-c2ccc(Cl)cc2)ns1	1.3	-0.18	0.33	-1.3	-4.8%	+	-7.7*	1	688	i	7.2	3.6	11	-0.01	1276	13%	2%
CN(C)S(=O)(=O)c1ccc(C(=O)Oc2coc(CSc3ncccn3)cc2=O)cc1	-0.6	-0.26	-0.37	0.14	0.3%	i	-35	6	698	i	1.8	1.7	3.1	.	.	3%	3%
CC(=O)NNS(=O)(=O)c1ccccc1[N+](=O)[O-]	-0.42	-0.23	0.067	-0.31	-0.2%	i	1	13	718	i	2.4	3.1	3.9	-0.6	1431	1%	1%
Nc1nc(SCC(=O)N2CCCC2)[nH]c(=O)c1-c1ccccc1	-0.073	-0.22	-0.23	-0.77	-2.0%	i	-7	4	804	i	2.8	1.5	6.2	-0.03	1349	0%	-5%
Cc1cc(C)c(C2C(C#N)=C(N)Oc3n[nH]c(C)c32)cc1CN1CCOCC1 (centres undefined)	-0.18	-0.072	-0.083	-0.24	-0.8%	i	-1	18	790	i	2.3	1.8	5.5	.	.	3%	12%
COc1cc(OC)cc(C(=O)NCC(=O)OCC(=O)c2cc(C)n(Cc3ccco3)c2C)c1	2.2	-0.005	3.2	-2.1	-2.4%	i	12	-11	660	i	2.9	2.2	6.1	-0.55	1425	2%	14%
Cc1ccc(C(=O)CSc2nnc(-c3ccco3)n2CC2CCCO2)cc1 (centres undefined)	-0.22	-0.098	0.12	0.39	-3.1%	i	17	-10	675	i	3.4	1.5	10	0.27	1843	6%	12%
CCCCOC(=O)c1cccc(NC(=O)CCC(=O)O)c1	0.47	-0.13	0.47	-0.14	3.7%	i	3	.	.	i	1.7	3.9	17	-0.61	1115	-4%	32%
CCOC(=O)CN1NC2(CCCC(C)C2)NC1=S (centres undefined)	-1.4	-0.19	-0.59	1.5	-1.2%	i	-7	7	790	i	1.2	0.6	4.7	0.29	867	-8%	21%
CC(C)Cc1nnc(NC(=O)CSc2nc(-c3ccccc3)cc(=O)[nH]2)s1	0.098	-0.27	0.17	-0.18	-1.2%	i	-1	0	702	i	2.5	2.0	4.7	.	.	0%	-3%
c1ccc(-c2nnc(CSc3ccc4c(c3)OCCO4)o2)cc1	-1.1	-0.26	-0.51	1.2	0.0%	i	-4	0	686	i	2.3	2.4	5.0	0.53	1558	6%	14%
Nc1nnnn1/N=C/C=C/c1ccccc1	-1.1	-0.14	-0.37	0.58	.	i	-11	.	.	i	6.2	2.6	13	-0.12	1247	7%	15%
Cn1cnc2c(=O)[nH]cc([N+](=O)[O-])c21	-1	-0.21	-0.81	0.88	2.2%	i	14	13	699	i	2.5	1.3	4.3	-0.28	1255	2%	18%
CCOc1ccccc1NC(=O)Cn1[nH]c(=O)c2ccccc2c1=O	-0.31	-0.27	0.12	-0.22	2.3%	i	1	-6	662	i	6.4	3.1	2.1	-1.5	1247	3%	3%
Cc1cc(C(=O)COC(=O)CNC(=O)c2ccc(F)cc2)c(C)n1Cc1ccco1	-0.049	-0.32	-0.47	-0.076	-1.0%	i	-2	-8	714	i	3.8	2.5	8.6	0.42	1422	-2%	0%
O=C(NC1CCN(Cc2ccccc2)CC1)c1ccc(S(=O)(=O)NCc2ccco2)cc1	1.6	-0.29	0.038	-1.6	0.5%	+	3.8*	3	669	i	3.0	2.8	8.4	-0.54	1281	-1%	0%
O=S(=O)(c1cccc(C(F)(F)F)c1)N1CCN(C(=S)NCc2ccco2)CC1	-0.81	-0.29	-0.72	0.73	-0.5%	i	-17	-3	640	i	3.3	3.2	13	-0.14	1289	5%	1%
CC(=O)C1=C(O)C(=O)N(Cc2cccnc2)C1c1ccc(O)cc1 (centres undefined)	-1.3	-0.14	-0.69	1.2	0.9%	i	12	2	621	i	2.0	2.3	7.7	-0.79	1573	8%	9%
